Screening results as filed in PubChem.
KB-V1 cytotox = qHTS assay for MDR1-selective chemotherapeutics: Primary screen using the drug-selected MDR subline cells KB-V1 | AID 1347076, 2019 | KB-V1 MDR cells viability, CellTiter-Glo, 72 h | 400,000 tested, 3.4% active | Potency, µM (highest dose often 46.1 µM), for inactives: at the highest dose activity change, negative = cytotoxicity, actives largely listed as cytotoxic; also: potency is read from the fitted curve at half-maximal effect; % is scaled to controls: 0 for no effect and ±100 for the full control effect; nearly all actives have a fitted effect of over 60% in size
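Compound-treated KB-V1 multidrug-resistant cells, 72 h, 37 degrees C; viability by CellTiter-Glo. Fitted qHTS curves give the values.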
SW480 rerep = A quantitative high throughput screen for small molecules that induce DNA re-replication in SW480 colon adenocarcinoma cells. SW480 DNA re-replication, Hoechst DNA content imaging, 48 h. Potency, µM (top dose mostly 46.1 µM), without a hit: at the top dose re-replication activation, actives largely listed as activators. 340,000 tested, 1.8% active. AID 624297, 2012; also: potency is read from the fitted curve at half-maximal effect; % of control where 0% means no effect; nearly all actives have a fitted effect of over 55% in size
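Treated cells incubate 48 hr (37 C, 5% CO2), are stained 40 min with Hoechst, and nuclear fluorescence is enumerated; a rise in nuclei with high DNA signal marks re-replication.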
GLP1R cytotox = qHTS of GLP-1 Receptor Inverse Agonists: Cytotox Screen; HEK293 cAMP-luciferase reporter cells, luminescence, 24 h; Potency, µM (highest dose often 38.3 µM), for inactives: top-dose activity change, negative = inhibition, hits mostly inhibitors; 410,000 tested, 0.13% active; AID 624418, 2012;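 also: loss of luciferase light is scored as toxicity; potency is read from the fitted curve at half-maximal effect; % is scaled to controls: 0 for no effect and ±100 for the full control effect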
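Step one: seed cells (200 cells/uL, DMEM with 10% Nu serum, 1% pen-strep). Step two: 12-hour incubation at 37 deg C. Step three: pin 23 nL compound, incubate 24 hr. Step four: add luciferase reagent, read luminescence 12 min later.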
HT1080-NT tox = qHTS for induction of synthetic lethality in tumor cells producing 2HG: qHTS for the HT-1080-NT fibrosarcoma cell line | HT-1080-NT fibrosarcoma viability, CellTiter-Glo ATP luminescence, 48 h | Potency, µM (top dose mostly 46.1 µM), for inactives: at the highest dose activity, negative = less viability, hits mostly cytotoxic | 360,000 tested, 1.6% active;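 also: NT is the 2HG producing partner of a matched IDH1 knockdown line; potency is read from the fitted curve at half-maximal effect; 0% = DMSO-treated cells and -100% = media-only wells without cells; nearly all actives have a fitted effect of over 55% in size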
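A 48-hour cytotoxicity screen used HT-1080-NT cells plated 2 hours before compound delivery. ATP-based CellTiter-Glo luminescence measured viability, normalized to DMSO and no-cell controls.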
HT1080 IDH1KD tx = qHTS for induction of synthetic lethality in tumor cells producing 2HG: qHTS for the HT-1080-IDH1KD cell line. HT-1080 IDH1 knockdown viability, ATP luminescence, 48 h. Potency, µM (top dose mostly 46.1 µM), inactives show at the top dose activity, negative = toxicity, hits mostly cytotoxic. 360,000 tested, 2% active. AID 686971, 2013;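 also: potency is read from the fitted curve at half-maximal effect; 0% = DMSO wells and -100% = cell-free medium wells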
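Viability of IDH1-knockdown HT-1080 fibrosarcoma cells was assessed by CellTiter-Glo after 48 h at 37 °C with titrated compound; concentration-effect curves were classified by fit quality and response size.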
KB-3-1 tox = qHTS assay for MDR1-selective chemotherapeutics: Primary screen using the parental adenocarcinoma cell KB-3-1 | KB-3-1 viability, CellTiter-Glo ATP luminescence, 72 h | Potency, µM (top dose mostly 46.1 µM), inactives show at the highest dose activity change, negative = cytotoxic, usual class: cytotoxic | 400,000 tested, 1.4% active; also: potency is read from the fitted curve at half-maximal effect; % is scaled to controls: 0 for no effect and ±100 for the full control effect; nearly all actives have a fitted effect of over 60% in size
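Multi-concentration cytotoxicity screen in KB-3-1 cells grown in DMEM lacking phenol red with 10% FBS. After 72 h at 37 °C with compound, ATP-dependent luminescence was recorded.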
MCF10A rerep = A quantitative high throughput screen for small molecules that induce DNA re-replication in MCF 10a normal breast cells. MCF 10A DNA re-replication, Hoechst nuclear intensity, 48 h. Potency, µM (doses to about 46.1 µM), without a hit: at the top dose activity, positive = re-replication, hits mostly activators. 350,000 tested, 2.9% active; also: potency is read from the fitted curve at half-maximal effect; % of control where 0% means no effect; nearly all actives have a fitted effect of over 50% in size
DRD3 agonist = qHTS of D3 Dopamine Receptor Agonist: qHTS | max activation, % | AID 652048, 2013 | D(3) dopamine receptor (Homo sapiens), P35462 | 410,000 tested, 0.58% active | D3R DiscoveRx beta-arrestin cells, luminescence, 90 min; in the data active = max activation above about 30%; also: 0% is about no effect; mostly tested at two doses, the higher about 12 µM
Target sequence (P35462 whole entry, looked up): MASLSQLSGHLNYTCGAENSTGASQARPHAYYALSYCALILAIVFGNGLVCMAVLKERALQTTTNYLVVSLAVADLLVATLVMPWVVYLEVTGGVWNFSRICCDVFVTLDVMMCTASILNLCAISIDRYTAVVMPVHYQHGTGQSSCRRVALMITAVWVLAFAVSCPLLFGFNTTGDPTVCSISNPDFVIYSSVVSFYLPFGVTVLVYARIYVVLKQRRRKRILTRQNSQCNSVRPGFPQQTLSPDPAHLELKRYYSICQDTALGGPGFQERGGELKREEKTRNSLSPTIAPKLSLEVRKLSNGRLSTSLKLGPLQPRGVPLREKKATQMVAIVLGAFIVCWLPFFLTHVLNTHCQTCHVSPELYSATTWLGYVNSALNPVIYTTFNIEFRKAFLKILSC
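Agonist-mode cell screen: cells plated at 1500/well and incubated overnight at 37 °C, then exposed to library compounds for 90 min at 37 °C. Detection reagent was added for 30–60 min at room temperature, and luminescence was read.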
IL-1B inflam inh = qHTS for Inhibitors of Inflammasome Signaling: IL-1-beta AlphaLISA Primary Screen; activity change, % at 57.5 µM; THP-1 LPS/ATP IL-1B secretion, AlphaLISA, 16 h; hits give low values; 360,000 tested, 4.7% active; in the data active = activity change below about -50%; inconclusive = mostly about -30% to -49%; also: % is scaled to controls: 0 for no effect and ±100 for the full control effect
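THP-1 cells pretreated 1 hr with compounds (up to 57.5 uM final), then stimulated with LPS (250 ng/mL final) plus ATP (1.25 mM final); secreted IL-1B measured by AlphaLISA after 16 hr, decreased signal indicating inhibition.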
Starred values were filed as active, the others as inactive; ? = inconclusive; . = not tested or not shown; & = joins results of further samples; ! = a repeat was not active; [ ] = remark or other dose. Unless noted, calls follow the shape of the dose curve; as a rule, active = well fitted curve in the direction sought with a large enough effect; inconclusive = small, poorly fitted or top-dose-only effect, or another doubt; inactive = no such curve, though single readings can be large; an effect the other way counts as inactive or inconclusive.

Preview:
entry	Compound	KB-V1 cytotox	DRD3 agonist	HT1080-NT tox	IL-1B inflam inh	GLP1R cytotox	SW480 rerep	HT1080 IDH1KD tx	MCF10A rerep	KB-3-1 tox
1	O=C(CNC(=O)c1ccc([N+](=O)[O-])cc1)N/N=C/c1c[nH]c2ccccc12	?	1	6%	-10	7%	-6%	-14%	0%	?
2	Cc1oc(-c2cccc(Cl)c2)nc1CN1CCC(C(=O)N2CCN(c3ccccn3)CC2)CC1	-9%	-13	-1%	10	0%	4%	-2%	1%	0%

The list itself, from the start:
entry	Compound	KB-V1 cytotox	DRD3 agonist	HT1080-NT tox	IL-1B inflam inh	GLP1R cytotox	SW480 rerep	HT1080 IDH1KD tx	MCF10A rerep	KB-3-1 tox
1	O=C(CNC(=O)c1ccc([N+](=O)[O-])cc1)N/N=C/c1c[nH]c2ccccc12	?	1	6%	-10	7%	-6%	-14%	0%	?
2	Cc1oc(-c2cccc(Cl)c2)nc1CN1CCC(C(=O)N2CCN(c3ccccn3)CC2)CC1	-9%	-13	-1%	10	0%	4%	-2%	1%	0%
3	CC(C)[C@H](NC(=O)c1ccccc1)C(=O)OCC(=O)N1CCCc2ccccc21	-1%	-6	-2%	-5	2%	-2%	-3%	4%	-10%
4	COC(=O)c1c(NC(=O)COc2ccc(C)cc2Br)sc2c1CCCC2	9%	-14	.	.	-5%	.	.	.	13%
5	COc1cccc(/C=C(/C(=O)OCC(=O)NCC2CCCO2)c2ccccc2)c1 (configuration not stated)	-11%	3	-1%	11	-7%	-8%	?	-11%	-5%
6	C[C@@H]1CN([C@H](C)CO)C(=O)CCCn2cc(nn2)CO[C@H]1CN(C)S(=O)(=O)c1ccccc1F	8%	-6	21%	-13	-13%	.	29%	.	0%
7	O=C1CCC[C@@H]2Cc3nc4ccc(Cl)cc4cc3[C@@H]3CCN1[C@H]23	?	-8	13%	14	-6%	-2%	9%	-65%[inhibitor]	0%&-11%
8	C[C@H]1CN([C@@H](C)CO)C(=O)c2cc(-c3cccc(C#N)c3)cnc2O[C@H]1CN(C)C(=O)c1ccccn1	-8%	4	2%	-3	10%	.	-2%	.	-10%

Results in KB-V1 cytotox, IL-1B inflam inh and DRD3 agonist, for seven of the compounds above:
item | mol | KB-V1 cytotox | IL-1B inflam inh | DRD3 agonist
2 | Cc1oc(-c2cccc(Cl)c2)nc1CN1CCC(C(=O)N2CCN(c3ccccn3)CC2)CC1 | -9% | 10 | -13
3 | CC(C)[C@H](NC(=O)c1ccccc1)C(=O)OCC(=O)N1CCCc2ccccc21 | -1% | -5 | -6
4 | COC(=O)c1c(NC(=O)COc2ccc(C)cc2Br)sc2c1CCCC2 | 9% | . | -14
5 | COc1cccc(/C=C(/C(=O)OCC(=O)NCC2CCCO2)c2ccccc2)c1 (configuration not stated) | -11% | 11 | 3
6 | C[C@@H]1CN([C@H](C)CO)C(=O)CCCn2cc(nn2)CO[C@H]1CN(C)S(=O)(=O)c1ccccc1F | 8% | -13 | -6
7 | O=C1CCC[C@@H]2Cc3nc4ccc(Cl)cc4cc3[C@@H]3CCN1[C@H]23 | ? | 14 | -8
8 | C[C@H]1CN([C@@H](C)CO)C(=O)c2cc(-c3cccc(C#N)c3)cnc2O[C@H]1CN(C)C(=O)c1ccccn1 | -8% | -3 | 4

(continued)
entry	Compound	KB-V1 cytotox	DRD3 agonist	HT1080-NT tox	IL-1B inflam inh	GLP1R cytotox	SW480 rerep	HT1080 IDH1KD tx	MCF10A rerep	KB-3-1 tox
9	Cc1ccccc1Cn1c(C)c(CNCc2ccccc2)c(C(=O)O)c1C	0%	5	.	.	3%	.	.	.	29%
10	Cc1cccc(NC(=O)CC23CC4CC(C2)CC(n2nnc(C)n2)(C4)C3)c1	0%	-6	0%	-2	10%	-2%	-7%	18%	-1%
11	COc1ccc(CNC(=O)c2ccc(-c3nc(CSc4ccccc4)c(C)o3)cc2)c(OC)c1	-2%	0	.	.	1%	.	.	.	-2%
12	O=c1nccc(NCc2ccco2)[nH]1	27%&0%	2	0%	2	6%	-33%	18%	696%[0.0737 µM]	?
13	Cn1cc(CN(C(=O)Nc2ccccc2)C2CCCCC2)c2ccccc21	?	-10	.	.	?	.	.	.	?
14	CCOc1cc(CN2CCN(C(=O)c3cccc4ccccc34)CC2)ccc1OC	?	0	-10%	-3	-19%	?	-6%	-1%	-11%
15	Cc1ccc(S(=O)(=O)CCc2nnc(NC(=O)c3ccco3)s2)cc1	5%	3	15%	4	-4%	-17%	13%	-1%	13%
16	CC1(C)Cc2c(c(N3CCOCC3)nc3sc(C(=O)Nc4ccc(Cl)cc4)c(N)c23)CO1	?	-7&2	14%	-1	9%&21%	20%	15%	?	16µM*!
17	COc1ccc(-n2c(C)cc(C(=O)NC3CCCCC3)c2C)cc1	-8%	-2	?	.	-1%	3%	?	2%	-1%
18	CC(C)(C#N)NC(=O)c1ccco1	14%	-4	0%	18	24%	-1%	-1%	-4%	2%
19	CC1CCN(CCNC(=O)C2CCCN(c3ncnc4c3nc3n4CCCCC3)C2)CC1 (configuration not stated)	-19%	-15	3%	1	-5%	-2%	5%	7%	4%
20	O=C(COC(=O)c1cc(Br)ccc1O)c1ccc(F)cc1	23%	-2	1%	-25	1%	1%	3%	?	5%
21	CCn1c(=S)[nH]c2scc(-c3cccs3)c2c1=O	-14%	0	?	46	?	158%	?	?	?
22	O=C(NCc1ccc(Cl)cc1)c1ccc(OCC2CCCO2)cc1 (configuration not stated)	16µM*	4	16%	-6	-3%	-2%	12%	7%	9%
23	O=C1CC(/C=C/c2ccccc2)(C(=O)NC2CCCC2)N1c1ccc(S(=O)(=O)N2CCCC2)cc1 (configuration not stated)	2.9µM*	4	-2%	-4	7%	12%	-6%	?	-28%
24	O=C(NN=C1CCCCCC1)c1cccnc1	2%	1	24%	14	6%	-6%	14%	3%	7%
25	Cc1cc(=O)oc2cc(OCC(=O)Nc3nnc(CC(C)C)s3)ccc12	-11%	-6	-6%	67	1%	0%[9.22 µM]	-7%	6%	0%
26	O=C(C(Cl)Cl)N1CCN(Cc2ccc3c(c2)OCO3)CC1	?	1	3%	19	-21%	-4%	3%	?	2%
27	O=C(c1ccc(Cl)cc1)N1CCC(c2nc(-c3cccs3)no2)CC1	?	-1	-15%	-14	-14%	9%	-22%	3%	-8%
28	COc1ccc2[nH]cc(CCNC(=O)Cc3ccc(Cl)cc3)c2c1	-31%	3	-6%	-24	-12%	-5%	-7%	6%	-5%
29	O=C(NCc1ccccc1CN1CCCC1)c1cccc(S(=O)(=O)Nc2ccc(F)cc2)c1	-15%	-5	-16%	-13	?	-6%	-14%	16%	-2%
30	O=C(CCNC(=O)c1ccc(Cl)cc1)NCC(c1ccco1)N1CCCC1 (configuration not stated)	18%	7	1%	-4	12%	-1%	7%	0%	17%
31	Cn1c(N)c(C(=O)COC(=O)Cc2ccc(F)cc2)c(=O)n(C)c1=O	-6%	12	1%	-2	-12%	-70%[inhibitor]	2%	4%	13%
32	Cc1ccc(S(=O)(=O)N(CC(=O)NCC2CCCO2)Cc2ccc(F)cc2)cc1 (configuration not stated)	14%	-12	-18%	-2	-3%	-38%[inhibitor]	15%	9%	14%
33	CCOC(=O)N1CCN(C(=O)c2ccc3c(=O)n(-c4ccccc4F)c(=S)[nH]c3c2)CC1	-29%	4	-1%	56	-6%	-7%	-5%	1%	-25%
34	O=C(NCC1CCCO1)C1CCCN(S(=O)(=O)c2cc(Cl)ccc2Cl)C1 (configuration not stated)	?	0	0%	10	18%	-1%	1%	?	-1%
35	Cc1cc(C)n(-c2ccc(C(=O)OCC(=O)Nc3ccccc3[N+](=O)[O-])cc2)n1	-13%	-10	-21%	-5	2%	2%	?	10%	-1%
36	CCN(CC)S(=O)(=O)c1ccc(C)c(C(=O)Oc2cccc(-c3cnc4ccccc4n3)c2)c1	-14%	11	12%	3	0%	12%	8%	-45%[inhibitor]	0%
37	CC(Oc1ccc(Cl)cc1)c1ccnn1S(=O)(=O)c1ccccc1 (configuration not stated)	?	1	-18%	-12	-4%	5%	-19%	18%	-18%
38	CC(=O)CSc1nnc(Cc2ccc([N+](=O)[O-])cc2)o1	4%	9	4%	7	4%	2%	6%	0%	8%
39	CCCCCN1CC(O)=C(c2nc3ccccc3[nH]2)C1=N	?	1	?	26	8%[7.66 µM]	3%	-16%	?	?
40	Cc1ccc(-c2ocnc2C(=O)Nc2nc(C)cs2)cc1	-19%	-1	-26%	0	-7%	-1%	-1%	?	-1%
41	CCN(CC)CCNc1oc(-c2ccccc2)nc1S(=O)(=O)c1ccccc1	6%	-9	-12%	-24	?	-5%	3%	13%	0%
42	O=C(COC(=O)CNC(=O)C1CCCCC1)Nc1ccccc1Cl	?	.	.	.	.	-22%	.	4%	8%
43	NC(=O)C1CC(=O)N(c2ccc(OCC(=O)Nc3ccc(Cl)cc3)cc2)C1 (configuration not stated)	-8%	-5	3%	15	8%	0%	-1%	6%	-11%

Not a hit list; overall some 11% were active at least once.
